T cell HTS – T cell immune modulation candidate | 2C CD8+ T cell-vesicle binding, flow cytometry; stronger effect = lower value | calls only at 7 µM | actives 0.068% (n = 330,000);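 active = response, share of CD8 T cells binding vesicles, and their 90th percentile fluorescence all below set limits, cut at about 80% in these data, passing the limit was not always enough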
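Material: murine 2C transgenic CD8+ T lymphocytes / Also added: QL9-peptide-loaded Drosophila micro-vesicles bearing Ld, ICAM-1 and B7-1 / Schedule: binding step 1.5 h, 37 °C, antibody labelling 20 min, ice / Signal: flow cytometry, PE anti-B7-1 (FL2) versus Alexa647 anti-CD8 (FL8), PFA-fixed / Evaluation: percent CD8+ FL2 mean versus row control / Benchmarks: naked versus QL9-loaded vesicles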
NTR1 ag – NTR1-driven beta-arrestin-GFP spot formation – imaging, U2OS cells, high content, primary screen (AID 493036). P30989. agonist mode. activation, % at 20 µM. actives 0.17% (n = 330,000);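 active = activation at or above 40% of the spot to cytoplasm intensity ratio, with at least 20 cells analyzed; inconclusive = wells under 20 cells, flagged as cytotoxic or low count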;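 also: 0% = DMSO without peptide and 100% = 100 nM NTR1 peptide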
Target sequence (P30989 whole entry, looked up): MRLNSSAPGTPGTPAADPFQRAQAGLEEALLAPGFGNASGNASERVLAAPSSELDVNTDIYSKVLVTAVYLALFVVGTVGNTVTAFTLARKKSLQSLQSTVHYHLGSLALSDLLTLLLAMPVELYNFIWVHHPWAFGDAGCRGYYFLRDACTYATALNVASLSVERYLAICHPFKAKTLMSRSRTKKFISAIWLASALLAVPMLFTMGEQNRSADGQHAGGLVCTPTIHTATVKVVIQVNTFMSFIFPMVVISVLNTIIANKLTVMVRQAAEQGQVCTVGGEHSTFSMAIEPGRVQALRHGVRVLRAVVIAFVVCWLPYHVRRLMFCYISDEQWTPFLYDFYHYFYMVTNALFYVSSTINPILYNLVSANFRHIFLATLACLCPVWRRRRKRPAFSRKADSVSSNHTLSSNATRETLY
HEK293 NOD2/NF-kB – NOD2 signaling inhibitors, cell-based, luminescence, uHTS, HEK293 (AID 1566); one-dose inhibition, % at 4 µM; EC50 in µM for titrated hits; HEK293 NOD2/NF-kB luciferase reporter, luminescence; higher % means a stronger effect; actives 0.63% (n = 290,000); also: many of its hits are not listed in these tables
KOR beta-arrestin-1 – kappa opioid receptor activators – cell-based, luminescence, uHTS, primary screen (AID 1777); KOR beta-arrestin recruitment, luminescence; higher % means a stronger effect; activation, % at 10 µM, or EC50 in µM where a hit was titrated; actives 0.02% (n = 280,000); in the data active = activation above about 50%, passing the limit was not always enough; also: a part of the inactive calls stands beside numbers as strong as those of hits
GPR55 antagonists – inhibition of LPI-stimulated GPR55 beta-arrestin translocation – imaging, U2OS, beta-arrestin-GFP, LPI agonist, primary screen (AID 2013). U2OS GPR55 beta-arrestin-GFP translocation imaging, LPI antagonism; higher % means a stronger effect. inhibition, % at 10 µM, or IC50 in µM where a hit was titrated. actives 0.13% (n = 290,000);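 active = spots per cell inhibited over 60%, with over 100 cells counted and total cytoplasm intensity under 500,000; inconclusive = wells with under 100 cells, flagged as likely toxic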;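 also: U2OS cells stably carrying GPR55 and arrestin-GFP stimulated by 5 µM LPI near EC80; imaged beta-arrestin-GFP aggregate spots per cell after agonist stimulation; plate controls were LPI-stimulated DMSO wells for no effect and DMSO wells without LPI for full effect; some results filed as inactive read as strong as hits; confirmed hits need IC50 under 10 µM and bright autofluorescent wells are also inconclusive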
KOR beta-arrestin-2 – KOR antagonists, beta-arrestin recruitment, cell-based, luminescence, uHTS (AID 1778). KOR beta-arrestin recruitment, luminescence, antagonist mode; higher % means a stronger effect. inhibition, % at 10 µM; hits with a dose series show IC50 in µM. actives 0.091% (n = 290,000); also: strong numbers were not always called active
GPR55 activation – selective activators of receptor GPR55 – imaging, U2OS cells, beta-arrestin-GFP redistribution, primary screen (AID 1961); U2OS GPR55 beta-arrestin-GFP redistribution imaging; higher % means a stronger effect; activation, % at 10 µM; hits with a dose series show EC50 in µM; actives 0.048% (n = 290,000);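 active = activation above 40% with more than 50 cells counted in the well; inconclusive = wells holding fewer than 50 cells, flagged as toxic or sparse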;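 also: U2OS osteosarcoma cells stably expressing GPR55 and beta-arrestin-GFP; plate controls were DMSO negative control for no effect and LPI positive control for full effect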
Myeloid diff MLP – compounds promoting myeloid differentiation; ER-HoxA9 myeloid progenitors, lysozyme-GFP differentiation, flow cytometry; calls only at 10 µM; actives 1% (n = 360,000);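 active = normalized GFP-positive differentiation at or above the plate's own cutoff, the solvent-only control mean plus 3 SD; inconclusive = no clear call, values can overlap the other calls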;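 also: cells exposed to compound for four days before flow analysis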
NOD1 NF-kB reporter – NOD1 signaling inhibitors, primary screen, cell-based, luminescence, uHTS (AID 1578). one-dose inhibition, % at 4 µM; EC50 in µM for titrated hits. actives 1% (n = 290,000). NOD1-driven NF-kB luciferase reporter cells, luminescence; higher % means a stronger effect; in the data active = inhibition mostly above about 36%, no sharp cut-off; inactive = mostly below about 34%;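 also: HEK-293T reporter cells stimulated with the NOD1 agonist gamma-tri-DAP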
T cell HTS vesicle-bound % – second read-out of T cell HTS, no call of its own (marks repeat the call); double positive events, %; measured here: CD8+ vesicle-bound cell fraction;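 binding gate set so that unloaded-vesicle control wells show 10% double positive cells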
NTR1 ag cell count 20 µM – second read-out of NTR1 ag, no call of its own (marks repeat the call); cell count; measured here: cell count, cytotoxicity flag
Myeloid diff MLP GFP+ MAC1+ % – second read-out of Myeloid diff MLP, no call of its own (marks repeat the call); GFP+ MAC1+ double positive, %; measured here: differentiation confirmed by MAC1 staining
The depositor's hits bear a star; i = inactive; ? = inconclusive; · = not tested or not shown; & = joins results of further samples; [ ] = dose if it differs, or a comment. Rule as the data show it, unless noted: active = inhibition above about 50%; inactive = the rest. An excerpt (hit frequency here may not be typical).

SMILES	T cell HTS	T cell HTS vesicle-bound %	NTR1 ag	NTR1 ag cell count 20 µM	HEK293 NOD2/NF-kB	KOR beta-arrestin-1	GPR55 antagonists	KOR beta-arrestin-2	GPR55 activation	Myeloid diff MLP	Myeloid diff MLP GFP+ MAC1+ %	NOD1 NF-kB reporter
COc1ccc(NC(=O)C2=C(C)Nc3ncnn3C2c2ccccc2C(F)(F)F)c(OC)c1 (configuration not stated)	i	46	1.5	55	-7%	-1.6%	6%	10%	-0.4%	i	0.5	-10%
COc1ccc(F)cc1S(=O)(=O)NCCN1CCOCC1	i	55	0.9	55	6%	-4.2%	0%	37%	-0.1%	i	0.3	16%
COc1ccc(C(=O)Nc2ccc(C(=O)OCC(=O)c3ccccc3)cc2)cc1	i	51	1.4	54	12%	4.9%	15%	-5%	-0.1%	i	0.0	·
CC(C)CN(C(=O)c1cccc(Cl)c1)c1c(N)n(CC(C)C)c(=O)[nH]c1=O	i	33	0.6	56	17%	-0.1%	6%	-38%	0.3%	i	2.3	4%
O=C(Nc1cccnc1)C1CC(c2ccc(Cl)c(Cl)c2)=NO1 (configuration not stated)	i	33	1.2	60	9%	2.6%	5%	15%	0.2%	i	4.0	-9%
CCOC(=O)C1=C(C)NC(C)=C(C(=O)OCC)C1C(=O)OCC(=O)N1CCCCC1CC (configuration not stated)	i	23	-0.5	48	6%	3.8%	-13%	-53%	-0.1%	i	0.3&0.6	-14%
Cc1ccc(C(=O)N2CCN(c3ccccn3)CC2)cc1C	i	45	-0.6	58	19%	-4.1%	5%	-55%[20 µM]	-0.1%	i	0.7	-14%
Cc1ccc(C)c(NC(=O)c2cc[n+](C)cc2)c1	i	62	0.0	82	0%	-1.8%	-7%	-9%	0.3%	i	0.7	0%
COc1ccc(NC(=O)c2sc3nc(-c4cccnc4)ccc3c2N)cc1	i	5	-0.2	47	-5%	·	-5%	14%	0.7%	i	0.4	0%
Cc1cccc2sc(NC(=O)CNS(=O)(=O)c3ccc(Br)s3)nc12	i	23	4.8	77	0%	2.8%	10%	-8%	-0.2%	i	6.0	10%
CC(=O)OCC(=O)[C@@]1(O)CC[C@H]2[C@@H]3CCC4=CC(=O)CC[C@]4(C)[C@H]3[C@@H](O)C[C@@]21C	i	20&32	-0.4&3.4	64&68	13%	0.1%	10%	-20%	-0.2%	i	7.9	-10%
c1ccc(C2NCCc3ccccc32)cc1 (configuration not stated)	i	35	0.6	46	9%	-2.7%	3%	2%	0.1%	i	0.3	-46%

Three compounds out of the list above, arranged by the value under KOR beta-arrestin-2, rising:
SMILES | T cell HTS | T cell HTS vesicle-bound % | HEK293 NOD2/NF-kB | KOR beta-arrestin-1 | KOR beta-arrestin-2 | Myeloid diff MLP GFP+ MAC1+ % | NOD1 NF-kB reporter
CC(=O)OCC(=O)[C@@]1(O)CC[C@H]2[C@@H]3CCC4=CC(=O)CC[C@]4(C)[C@H]3[C@@H](O)C[C@@]21C | i | 20&32 | 13% | 0.1% | -20% | 7.9 | -10%
Cc1ccc(C)c(NC(=O)c2cc[n+](C)cc2)c1 | i | 62 | 0% | -1.8% | -9% | 0.7 | 0%
COc1ccc(F)cc1S(=O)(=O)NCCN1CCOCC1 | i | 55 | 6% | -4.2% | 37% | 0.3 | 16%

Remaining list, next part.
SMILES	T cell HTS	T cell HTS vesicle-bound %	NTR1 ag	NTR1 ag cell count 20 µM	HEK293 NOD2/NF-kB	KOR beta-arrestin-1	GPR55 antagonists	KOR beta-arrestin-2	GPR55 activation	Myeloid diff MLP	Myeloid diff MLP GFP+ MAC1+ %	NOD1 NF-kB reporter
COc1cccc(CN2CCC(C(=O)N3CCN(Cc4ccc5c(c4)OCO5)CC3)CC2)c1OC	i	69	0.4	51	-9%	0.5%	13%	-17%	0.0%	i	0.5	-23%
CCOC(=O)[C@@H]1[C@H]2COc3ccccc3[C@@H]2N2C(=O)N(c3ccc(Cl)cc3)C(=O)[C@@]12C	i	12	1.3	60	11%	18%	3%	-11%[20 µM]	0.0%	i	0.5	-15%
O=C1C2Sc3[nH]c(=O)sc3C(c3cc([N+](=O)[O-])ccc3O)C2C(=O)N1c1ccccc1 (configuration not stated)	i	44	-0.9	44	-3%	4.4%	-11%	1%	-0.3%	i	0.3	-12%
O=C(Nc1ccccc1)C1=C(O)CC(c2ccc(Cl)cc2)N2CCN=C12 (configuration not stated)	i	52	1.7	69	10%	-0.3%	16%	·	-0.4%	i	0.4	-33%
CCc1nnc(NC(=O)CCC(=O)Nc2ccc(C)cc2)s1	i	22	-0.8	62	-4%	4.8%	2%	-8%	-0.1%	i	1.0	-28%
COc1ccc(CNC(=O)CN(CC2CCCO2)C(=O)CNS(=O)(=O)c2ccccc2)cc1 (configuration not stated)	i	16	-1.3	56	-9%	0.5%	11%	-10%	0.7%	i	0.8	-24%
COc1ccc(NC(=O)c2ccccc2NS(=O)(=O)c2ccc(CNC(C)=O)cc2)c(OC)c1	i	49	2.0	51	2%	-2.7%	-23%	-11%	-0.1%	i	1.0	-4%
Cc1cc(N2CCN(c3ccc(F)cc3)CC2)n2ncnc2n1	i	17	-0.4	50	4%	7.5%	-1%	-42%	0.0%	i	0.7	-8%
O=C1CC(SC(=Nc2ccccc2)Nc2ccccc2)C(=O)N1c1ccc(Cl)c(Cl)c1 (configuration not stated)	i	10	22	52	4%	6.5%	72%*	16%	0.1%	i	0.2	-20%
Cc1cccc(C(=O)Nc2sc(-c3ccccc3)cc2C(=O)O)c1	i	46	0.4	48	-97%	2.1%	4%	8%	0.3%	i	0.0	-4%
Cc1ccc(C(=O)NCCCc2ccccc2)c(C)c1	i	64	1.0	55	-129%	-1.4%	3%	-38%[20 µM]	1.2%	i	0.2	-52%
COC(=O)c1sc(N2C(=O)C(O)=C(C(=O)c3ccc(C)o3)C2c2cc(OC)ccc2OC)nc1C (configuration not stated)	i	7	-0.6	74	10%	6.2%	26%	-23%	-0.1%	i	0.3	-32%
OC(COc1ccc(CN2CCCCO2)cc1)CN1CCCCC1 (configuration not stated)	i	28	1.9	35	-12%	·	11%	-17%[20 µM]	-0.1%	?	·	-22%
Cc1cc(=O)n2nc(N3CCCC3C(=O)NCCCN3CCCCC3)sc2n1 (configuration not stated)	i	15	0.5	42	-1%	8.4%	-2%	-8%	-0.1%	i	1.0	-24%
COc1ccc(Cn2c(=O)[nH]c3cc(C(=O)NC4CCN(Cc5ccccc5)CC4)ccc32)cc1	i	61	1.7	45	24%	-6.6%	1%	20%[20 µM]	1.1%	i	0.4	-4%
O=C(CC1(O)C(=O)N(CCc2ccccc2)c2ccccc21)c1ccco1 (configuration not stated)	i	14	-1.3	30	12%	15%	-1%	2%	-0.2%	i	1.3	3%
Cc1cccc(NC(=O)COc2ccccc2C(=O)NC(C)c2ccccc2)c1 (configuration not stated)	i	18	11	55	-16%	6.2%	-2%	-35%	0.2%	i	1.3	-31%
CCOC(=O)C(=CNc1ccc(C)cc1C)C(=O)OCC	i	42	7.9	69	22%	1.7%	1%	-9%	-0.2%	i	0.7	-26%
CCc1ccc(NC(=O)CNCc2ccc(OC)c(OC)c2)cc1	i	40	0.1	78	16%	-1.6%	0%	6%	0.4%	i	0.7	7%
CCCOc1ccc(C(=O)Nc2ccc(S(=O)(=O)Nc3onc(C)c3C)cc2)cc1	i	62	-0.8	44	7%	-1.6%	3%	29%	0.5%	i	0.1	-32%
CC(=O)c1ccc(OC(=O)c2cc3ccccc3oc2=O)cc1	i	38	-1.7	60	18%	0.2%	0%	-8%[20 µM]	0.1%	·	·	-9%
COCCNC(=S)NN=C1CCCCCC1	·	·	·	·	3%	-3.9%	-4%	5%	-0.2%	i	0.2	-26%
CC(C)COc1ccc(-c2nn(-c3ccccc3)cc2C(=O)Nc2nccs2)cc1	i	36	8.7	100	14%	·	23%	-7%	-0.1%	i	1.7	-12%
CCN(CC)S(=O)(=O)c1cc(C(=O)Nc2cc(Cl)ccc2N2CCN(C)CC2)ccc1Cl	i	39	3.8	65	2%	-7.8%	-13%	-31%	-0.2%	i	0.3	-38%
Cc1ccc(O)c(N=Cc2cc(Cc3ccccc3)cc([N+](=O)[O-])c2O)c1	·	·	1.9	31	9.9µM*	-3.2%	-3%	-169%[20 µM]	-0.1%	i	0.3	6.2µM*
CC(C)NC(=S)NC(=O)/C=C/c1ccc(F)cc1	i	47	-0.1	52	-10%	-1.7%	8%	22%	-0.1%	i	0.2	-21%
CS(=O)(=O)N1CCN(c2ccc([N+](=O)[O-])c(NCCN3CCOCC3)c2)CC1	i	22	-1.0	82	23%	-0.7%	1%	0%	-0.1%	i	1.0	7%
Cc1c(S(=O)(=O)N2CCN(C(c3ccccc3)c3ccccc3)CC2)c(=O)n(C)c(=O)n1C	i	40	-1.4	62	0%	0.4%	2%	-6%	0.3%	i	4.9	-7%
CCn1c(Cc2c(C)[nH]c3ccccc23)n[nH]c1=S	i	64	-0.5	97	2%	-4.4%	5%	43%	-0.2%	i	1.1	-17%
Nc1cccc(C(=O)Nc2cccc3ncccc23)c1	i	40	-0.7	53	-4%	-7.3%	0%	10%	0.3%	i	0.8	-22%
CCn1c(SCC(=O)NC2=NCCS2)nnc1C(C)NC(=O)c1ccccc1F (configuration not stated)	i	25	1.9	37	5%	-0.3%	3%	15%	0.6%	i	4.7	12%
CCN(CC)S(=O)(=O)c1ccc(NS(=O)(=O)c2ccc(F)cc2)cc1	i	45	2.4	56	13%	-1.4%	10%	-49%	-0.1%	i	0.5	10%

For reference, some entries already given.
SMILES	T cell HTS	T cell HTS vesicle-bound %	NTR1 ag	NTR1 ag cell count 20 µM	HEK293 NOD2/NF-kB	KOR beta-arrestin-1	GPR55 antagonists	KOR beta-arrestin-2	GPR55 activation	Myeloid diff MLP	Myeloid diff MLP GFP+ MAC1+ %	NOD1 NF-kB reporter
CCn1c(SCC(=O)NC2=NCCS2)nnc1C(C)NC(=O)c1ccccc1F (configuration not stated)	i	25	1.9	37	5%	-0.3%	3%	15%	0.6%	i	4.7	12%
CCN(CC)S(=O)(=O)c1ccc(NS(=O)(=O)c2ccc(F)cc2)cc1	i	45	2.4	56	13%	-1.4%	10%	-49%	-0.1%	i	0.5	10%
